Compound activity: PubChem, several laboratories
IL1B NFkB pot = enhances IL-1B driven NFkB nuclear translocation; HUVEC IL-1B NFkB p65 nuclear translocation imaging; activation, % at 2 µM; hit rate 0.3% among 94,000;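 active = activation above 40%, about the mean plus 3 SD, also judged a hit on visual image review; inconclusive = activation above 40% but not a hit on visual review; inactive = activation not above 40% and no visual hit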;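 also: percent activation is computed from the nuclear over cytoplasmic p65 intensity ratio; values of inactives mirror those of a sister screen read the other way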
PLAP inhibition = inhibition of human placental alkaline phosphatase – biochemical, luminescence, HTS (AID 690); purified PLAP, luminescent substrate; higher % means a stronger effect; one-dose inhibition, % at 20 µM; IC50 in µM for titrated hits; hit rate 0.08% among 96,000; in the data active = a potency from the dose series; inactive = the rest, 99 in 100 with inhibition below about 30%; also: strong numbers were not always called active
Bcl-B displacement = displacers of TR3 peptide from Bcl-B, primary screen, selectivity assay for Bfl-1 inhibitor project, biochemical, fluorescence polarization; displacement, % at 20 µM, or IC50 in µM where a hit was titrated; hit rate 0.11% among 96,000; FP displacement of FITC-TR3 peptide from Bcl-B; higher % means a stronger effect;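 active = displacement above 50% at 20 µM plus a fluorescence interference ratio under 1.5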;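 also: plate controls were wells without compound for no effect and wells lacking Bcl-B protein for full effect; a part of the inactive calls stands beside numbers as strong as those of hits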
NFkB transloc inh = blocks IL-1B driven NFkB nuclear translocation in HUVEC cells. inhibition, % at 2 µM. HUVEC IL-1B NFkB p65 nuclear translocation imaging. hit rate 0.43% among 94,000;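 active = inhibition above about 30% together with a positive call from visual inspection of the well image, limit read from the data; inconclusive = inhibition above a set limit but visual check negative; inactive = inhibition not above a set limit, visual check negative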;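 also: nuclear over cytoplasmic p65 intensity ratio measured by imaging; 0% = IL-1B stimulated DMSO wells and 100% = unstimulated DMSO wells; values of inactives mirror those of a sister screen read the other way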
MRP resist rev = MRP-mediated drug resistance reversal; H69AR cells + 2 uM doxorubicin, CellTiter-Glo, 72 h; differential viability (reversal), % at 10 µM; hit rate 0.04% among 85,000;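 active = viability drop by adding the cancer drug above about 55%, with treated viability meeting a 40% cutoff, limit read from the data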;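 also: viability without doxorubicin minus viability with 2 µM doxorubicin for each compound; larger differential means the compound sensitizes cells more to doxorubicin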
MRP resist rev cytotoxicity = recorded beside MRP resist rev, whose call it bears; viability, %; H69AR cells, CellTiter-Glo, 72 h; measured here: cytotoxicity without doxorubicin
MRP resist rev with doxorubicin = further read-out of MRP resist rev, marked with its call; viability, %; measured here: viability with 2 uM doxorubicin; stronger effect = lower value
NFkB transloc inh cell count 2 µM = further read-out of NFkB transloc inh, marked with its call; cell count; measured here: cells passing quality filter;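 raw number of nuclei counted in each imaged well without normalization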
IL1B NFkB pot cell count 2 µM = also measured in IL1B NFkB pot; calls as there; cell count; measured here: cells passing quality filter
The depositor's hits bear a star; ? = inconclusive; / = no result given. Some of the compounds tested. The share of hits here may be higher or lower than overall.

SMILES	IL1B NFkB pot	IL1B NFkB pot cell count 2 µM	PLAP inhibition	Bcl-B displacement	NFkB transloc inh	NFkB transloc inh cell count 2 µM	MRP resist rev	MRP resist rev cytotoxicity	MRP resist rev with doxorubicin
CN(Cc1nc2ccccc2n1C)S(=O)(=O)c1ccc(F)cc1	5	104	-1%	3%	-5	104	4	95	91
COc1ccc(Nc2nc(C)cc(=O)[nH]2)c(OC)c1	7	162	4%	-2%	-7	162	/	/	/
C=CCSC1=N/C(=C\c2ccc3c(c2)OCO3)C(=O)S1	23	124	6%	-1%	-22	124	9	94	85
Cc1cc(C)c(NC(=O)c2ccc(S(=O)(=O)N3CCOCC3)cc2)c(C)c1	/	/	1%	3%	/	/	-7	91	98
O=C(NCCc1ccccc1)c1cc2ncc(Br)cn2n1	?	/	-46%	13%	-46	105	6	101	94
CSc1ccc(CCNC(=O)C2CCN(c3nnc(-n4cccc4)s3)CC2)cc1	-8	158	-6%	-9%	8	158	-8	93	101
COC(=O)C1CCN(C(=O)c2ccccc2Oc2ccccc2)CC1	33	127	-23%	10%	-33	127	12	94	82
Cc1nc(OCc2ccccc2)c2sc3nc4c(cc3c2n1)COC(C)(C)C4	8	167	2%	12%	-8	167	18	98	80
c1ccc2nc(N3CCCC3)c(N3CCCC3)nc2c1	15	129	-7%	-2%	-15	129	7	82	75
Cc1ccc(NC(=O)CN(C)c2ccc(S(=O)(=O)N3CCN(C)CC3)cn2)cc1	4	188	-78%	-40%	-4	188	10	106	97
Cc1cccc(C)c1NC(=O)CN1C(=O)S/C(=C\c2cccn2C)C1=O	-4	128	8%	-23%	4	128	/	/	/
CN(C)S(=O)(=O)N1CCN(CC(O)COc2ccc(C(=O)c3ccccc3)cc2)CC1 (stereo unspecified)	17	120	-38%	-2%	-17	120	-2	79	81
CC(C)C(c1nnnn1CCc1ccccc1)N1CCOCC1 (stereo unspecified)	11	186	4%	4%	-11	186	6	94	88
N/C(=N\OC(=O)c1cc(Cl)ccc1Cl)c1cccnc1	14	138	-12%	-4%	-14	138	-13	49	62
Cn1c(=O)c([N+](=O)[O-])c(NCc2ccccc2)c2ccccc21	0	110	10%	-2%	0	110	/	/	/
CS(=O)(=O)N(Cc1ccc(Cl)cc1)c1ccc(C(=O)NCCC2=CCCCC2)cc1	23	163	-24%	-5%	-23	163	-4	73	77
CCC(=O)/C=C1\Sc2ccc(OC)cc2N1CCO	2	172	/	/	-2	172	6	94	88
CC(C)(C)c1ccc(C(=O)Nc2nonc2-c2nc3ccccc3[nH]2)cc1	-11	103	-4%	0%	11	103	-4	85	89
CCCn1nnc(NC(=O)c2cc(Br)ccc2OC)n1	2	164	-41%	-6%	-2	164	8	84	75
S=c1[nH]ncc2ccccc12	5	116	-11%	-2%	-5	116	16	90	74
COCCCNC(=O)CCc1nc2cccnc2n1Cc1ccccc1	28	125	-2%	-8%	-28	125	7	90	83
COCCNC(=O)CSc1nc2nc(C)cc(C)n2n1	-3	150	1%	0%	3	150	/	/	/
COc1ccc(C(=O)Nc2cc(C)ccc2NC(=O)COc2ccccc2)cc1	-5	110	-3%	2%	5	110	/	/	/
COc1ccc(/C=C/C(=O)c2sc(-c3ccccc3)nc2C)cc1	/	/	2%	-3%	/	/	/	/	/
CC1(C)CC(=O)c2c(-c3cccnc3)n[nH]c2C1	14	66	8%	-2%	-14	66	29	97	68

Whole records from above. Order of values: IL1B NFkB pot	IL1B NFkB pot cell count 2 µM	PLAP inhibition	Bcl-B displacement	NFkB transloc inh	NFkB transloc inh cell count 2 µM	MRP resist rev	MRP resist rev cytotoxicity	MRP resist rev with doxorubicin
CN(C)S(=O)(=O)N1CCN(CC(O)COc2ccc(C(=O)c3ccccc3)cc2)CC1 (stereo unspecified) reads 17	120	-38%	-2%	-17	120	-2	79	81
CCC(=O)/C=C1\Sc2ccc(OC)cc2N1CCO reads 2	172	/	/	-2	172	6	94	88
CC(C)C(c1nnnn1CCc1ccccc1)N1CCOCC1 (stereo unspecified) reads 11	186	4%	4%	-11	186	6	94	88
CCCn1nnc(NC(=O)c2cc(Br)ccc2OC)n1 reads 2	164	-41%	-6%	-2	164	8	84	75
COc1ccc(/C=C/C(=O)c2sc(-c3ccccc3)nc2C)cc1 reads /	/	2%	-3%	/	/	/	/	/

Three of the entries above in order of their number in IL1B NFkB pot, falling.
mol,IL1B NFkB pot,IL1B NFkB pot cell count 2 µM,PLAP inhibition,Bcl-B displacement
CC1(C)CC(=O)c2c(-c3cccnc3)n[nH]c2C1,14,66,8%,-2%
COc1ccc(Nc2nc(C)cc(=O)[nH]2)c(OC)c1,7,162,4%,-2%
Cc1cccc(C)c1NC(=O)CN1C(=O)S/C(=C\c2cccn2C)C1=O,-4,128,8%,-23%

Structures shown so far containing two or more sulfur atoms, in the order listed:
SMILES	IL1B NFkB pot	IL1B NFkB pot cell count 2 µM	PLAP inhibition	Bcl-B displacement	NFkB transloc inh	NFkB transloc inh cell count 2 µM	MRP resist rev	MRP resist rev cytotoxicity	MRP resist rev with doxorubicin
C=CCSC1=N/C(=C\c2ccc3c(c2)OCO3)C(=O)S1	23	124	6%	-1%	-22	124	9	94	85
CSc1ccc(CCNC(=O)C2CCN(c3nnc(-n4cccc4)s3)CC2)cc1	-8	158	-6%	-9%	8	158	-8	93	101

Further entries follow:
SMILES	IL1B NFkB pot	IL1B NFkB pot cell count 2 µM	PLAP inhibition	Bcl-B displacement	NFkB transloc inh	NFkB transloc inh cell count 2 µM	MRP resist rev	MRP resist rev cytotoxicity	MRP resist rev with doxorubicin
O=C1C2C3C=CC(C4CC34)C2C(=O)N1/N=C/c1ccc(-c2ccc(Cl)cc2[N+](=O)[O-])o1 (stereo unspecified)	1	151	-9%	11%	-1	151	-2	82	84
CC(=O)NC(Cc1cc(C)ccc1C)C(=O)N1CCN(C(=O)Nc2ccc(C(C)=O)cc2)CC1 (stereo unspecified)	16	147	-52%	-8%	-16	147	8	80	73
CCOC(=O)C1CCN(S(=O)(=O)c2ccc(Cl)cc2OC)CC1	12	165	-60%	13%	-12	165	8	97	89
Nc1cc(C(=O)O)ccc1N1CCCCC1	10	123	/	/	-10	123	2	94	92
CCN(CC)CCOc1nnc(-c2ccc(C)cc2)c2ccccc12	25	160	-28%	-6%	-25	160	-5	76	81
CCOC(=O)c1c(C)[nH]c(C(=O)COC(=O)CSCC(=O)N(CC)CC)c1C	6	149	-21%	-5%	-6	149	1	93	92
CCCNC(=O)Cn1c2ccccc2c2nc(=O)cc(C)n21	-3	173	-3%	8%	3	173	/	/	/
Cc1cc(NC(=O)C2CCCN(S(=O)(=O)c3cnc[nH]3)C2)ccc1Br (stereo unspecified)	-2	137	-86%	22%	2	137	-5	72	76
COn1c(-n2nc(C)cc2C)nc2ccccc2c1=O	-4	121	-7%	1%	4	121	-2	90	91
COc1ccc(CCN2C(=O)CC(NCCc3ccc(S(N)(=O)=O)cc3)C2=O)cc1OC (stereo unspecified)	11	177	-48%	6%	-10	177	6	92	86
C=CCN1CC(c2nc3ccccc3n2CCOc2ccccc2)CC1=O (stereo unspecified)	2	170	-81%	-3%	-2	170	/	/	/
CCOC(=O)c1cc(C)n(-n2cnnc2)c1C	10	136	-12%	-10%	-10	136	24	104	80
Cc1ccc(-c2cc(C(F)(F)F)n3nc(C(=O)N4CCCC4)cc3n2)cc1	-1	116	/	/	1	116	-1	75	76
COc1ccc(OC)c(C(=O)COC(=O)c2c(OC)cccc2OC)c1	/	/	10%	3%	/	/	11	86	75
CCOC(=O)CNC(=O)CSc1ncnc2c1cnn2-c1ccc(OC)cc1	-9	194	-14%	-6%	9	194	-7	95	102
COc1ccccc1/C=C/C1=NC(=C\N(C)C)/C(=O)O1	-6	167	-9%	-2%	6	167	0	94	94
Cc1oc(-c2ccc(Cl)cc2)cc1-c1nn2c(-c3ccco3)nnc2s1	/	/	-17%	10%	/	/	-12	64	76
COc1ccccc1N1CCN(C(=O)c2cccc(N3C(=O)NC4CC3(C)Oc3ccccc34)c2)CC1 (stereo unspecified)	-12	205	-67%	4%	12	205	-34	61	95
COc1cc(C(=O)Nc2nc3ccccc3[nH]2)cc(OC)c1OC	12	167	/	/	-12	167	-16	46	62
CCCCCOc1ccc(Cl)cc1CN1CCOCC1	16	192	-62%	-11%	-16	192	3	76	73
O=C(CNS(=O)(=O)/C=C/c1ccccc1)OCC(=O)N1CCC(Cc2ccccc2)CC1	7	171	-18%	-8%	-7	171	/	/	/
O=C1CC(SCCO)C(=O)N1c1ccccc1 (stereo unspecified)	6	159	-17%	-8%	-6	159	1	82	81
CC(=O)Nc1ccc(Cc2ccncc2)cc1	13	141	2%	-2%	-13	141	1	97	96
CCOC(=O)c1sc(NC(=S)NC(=O)CC(C)C)cc1C	-6	109	8%	-2%	6	109	/	/	/
Brc1ccc(-c2nn3c(-c4ccco4)nnc3s2)o1	-5	142	9%	30%	5	142	/	/	/
The list goes on.
SMILES	IL1B NFkB pot	IL1B NFkB pot cell count 2 µM	PLAP inhibition	Bcl-B displacement	NFkB transloc inh	NFkB transloc inh cell count 2 µM	MRP resist rev	MRP resist rev cytotoxicity	MRP resist rev with doxorubicin
Cc1ccc(C)c(NC(=O)Cn2c([N+](=O)[O-])cnc2C)c1	-5	160	-6%	4%	5	160	/	/	/
C=CCn1c(CCC(=O)O)ccc1-c1ccc(OC)cc1	12	128	-13%	-2%	-12	128	13	95	83
COc1ccc(OC)c(C2C(C(=O)Nc3cccnc3)=C(C)NC3=C2C(=O)CCC3)c1 (stereo unspecified)	42*	149*	-14%	0%	-42	149	1	89	87
Cc1ccc(N2C=Nc3ccc(C)c4nc(C)cc2c34)cc1	-16	116	-34%	-4%	16	116	/	/	/
O=C1C2CCCN2C(c2ccccc2F)N1c1cccc(Cl)c1 (stereo unspecified)	-8	170	-41%	-2%	8	170	1	93	92
CC12CCC(C(=O)N(CSC(=S)N/N=C\c3ccccc3)C1=O)C2(C)C (stereo unspecified)	-3	135	/	/	3	135	-13	105	118
O=C1CC(SCc2nc3ccccc3[nH]2)C(=O)N1c1ccc(F)cc1 (stereo unspecified)	4	148	-11%	-2%	-4	148	-5	95	99
CC(C)n1nnnc1SCC(=O)NCc1cccs1	-3	133	-16%	0%	3	133	-6	85	91
COc1ccc(-c2nnc(SCC(=O)N3CCCCC3)o2)c(OC)c1	/	/	-34%	-5%	/	/	-8	89	97
COc1ccc(-c2cc(N)n(CCC#N)n2)c(OC)c1	-2	205	-1%	-7%	2	205	-15	97	112
CC(C)(C)NC(=O)C1CN(S(=O)(=O)c2ccccc2)CCN1S(=O)(=O)c1ccccc1 (stereo unspecified)	/	/	-9%	2%	/	/	-14	83	97
O=C1C(c2ccncc2)N(CCC2=CCCCC2)C(=O)CN1C1CCCCC1 (stereo unspecified)	12	178	-34%	0%	-12	178	-9	79	88

Fetched by structure from the list above:
SMILES	IL1B NFkB pot	IL1B NFkB pot cell count 2 µM	PLAP inhibition	Bcl-B displacement	NFkB transloc inh	NFkB transloc inh cell count 2 µM	MRP resist rev	MRP resist rev cytotoxicity	MRP resist rev with doxorubicin
Cc1ccc(N2C=Nc3ccc(C)c4nc(C)cc2c34)cc1	-16	116	-34%	-4%	16	116	/	/	/
CC12CCC(C(=O)N(CSC(=S)N/N=C\c3ccccc3)C1=O)C2(C)C (stereo unspecified)	-3	135	/	/	3	135	-13	105	118
C=CCn1c(CCC(=O)O)ccc1-c1ccc(OC)cc1	12	128	-13%	-2%	-12	128	13	95	83
